Screening data from PubChem.
Tb PFK block: T. brucei PFK enzyme inhibition; Potency, µM (series often up to 57.5 µM), for the others: at the top dose activity, negative = inhibition, hits mostly inhibitors; AID 485367; O15648; 330,000 compounds, 0.17% hits; T. brucei PFK, ADP-Glo luminescence;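 further: potency means the concentration at half of the fitted maximal effect; 0% = uninhibited 1x PFK enzyme wells and -100% = no-enzyme wells; nearly all actives have a fitted effect of over 60% in size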
Target sequence (O15648 whole entry, looked up): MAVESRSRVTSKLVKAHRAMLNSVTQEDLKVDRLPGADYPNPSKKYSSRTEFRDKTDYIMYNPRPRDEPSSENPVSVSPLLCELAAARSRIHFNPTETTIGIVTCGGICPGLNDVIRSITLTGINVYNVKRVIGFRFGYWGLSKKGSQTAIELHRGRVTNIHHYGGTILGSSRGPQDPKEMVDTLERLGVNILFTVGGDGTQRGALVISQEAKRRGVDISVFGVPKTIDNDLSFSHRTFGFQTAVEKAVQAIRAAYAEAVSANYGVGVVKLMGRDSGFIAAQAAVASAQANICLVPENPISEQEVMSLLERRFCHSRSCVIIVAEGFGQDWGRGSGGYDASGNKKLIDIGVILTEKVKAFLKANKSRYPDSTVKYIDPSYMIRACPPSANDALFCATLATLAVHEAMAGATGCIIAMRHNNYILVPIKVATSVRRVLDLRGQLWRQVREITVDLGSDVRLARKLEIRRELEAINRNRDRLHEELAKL
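Activity is normalized to no-enzyme wells (full inhibition) and 1.25 nM enzyme wells (no inhibition). Reaction: 0.5 mM F6P, 0.1 mM ATP, 45 min RT, ADP-Glo luminescence; concentration-response curves fitted and classed by quality.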
Giardia killer: Giardia lamblia killing | activity change, % at 7.66 µM, hits read low | 340,000 compounds, 0.15% hits | Giardia lamblia trophozoite viability; in the data active means activity change below about -80%; inconclusive means between about -30% and that limit;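 further: parasites exposed to compound for two days anaerobically before the ATP read; on the % scale 0 is the no-effect control and ±100 the full control effect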
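Giardia trophozoites, 100 cells per well, were exposed to compounds for 48 hrs at 37 deg C under anaerobic conditions; viability was then read as ATP content by bioluminescence after 15-30 min at room temperature.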
TSG101-PTAP inh: blocks PTAP/TSG101 interaction to inhibit HIV-1 budding | 340,000 tested, under 10 active | Q99816 | Fluorescence polarization, FITC-PTAP peptide / Tsg101 binding | Potency, µM (top dose mostly 115 µM), inactives show top-dose activity change, negative = inhibition, hits mostly inhibitors | AID 493005; active means well fitted inhibition curve with a large enough effect in the main read-out, with a control signal flat, not every such curve was filed as active; inconclusive means small, poorly fitted or top-dose-only effect, or effect the other way, or a change in a side signal; inactive means no such curve, though single readings can be large or run the other way; further: potency means the concentration at half of the fitted maximal effect; % of control where 0% means no effect
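Compounds were pin-transferred onto Tsg101 binding domain (10 uM final) in HEPES pH 7.5 buffer, then FITC-PTAP peptide was added at 50 nM final. After 20 min at RT, polarization reported peptide displacement across a qHTS concentration series.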
PKM2 activator: PKM2 (human) enzyme activation; P14618; purified PKM2, Kinase-Glo ATP luminescence, activation; response scale: 0% is enzyme alone, no compound; Potency, µM (top dose mostly 57.5 µM), without a hit: top-dose activation, hits mostly activators; 260,000 compounds, 0.34% hits; further: potency means the concentration at half of the fitted maximal effect; on the % scale 0 is the no-effect control and ±100 the full control effect; nearly all actives have a fitted effect of over 55% in size
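Purified hPK-M2 (>95% pure) converted ADP (0.1 mM final) to ATP with 0.5 mM PEP in 50 mM imidazole pH7.2, KCl, MgCl2, Tween 20, BSA; 1 h at room temperature. ATP detected by Kinase-Glo luminescence.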
GALK inh: blocks human galactokinase activity. Potency, µM (doses to about 57.5 µM), for the others: at the top dose activity change, negative = inhibition, actives largely listed as inhibitors. Purified GALK, Kinase-Glo residual ATP luminescence. P51570. 270,000 compounds, 0.007% hits; further: potency means the concentration at half of the fitted maximal effect; on the % scale 0 is the no-effect control and ±100 the full control effect
Target sequence (P51570 whole entry, looked up): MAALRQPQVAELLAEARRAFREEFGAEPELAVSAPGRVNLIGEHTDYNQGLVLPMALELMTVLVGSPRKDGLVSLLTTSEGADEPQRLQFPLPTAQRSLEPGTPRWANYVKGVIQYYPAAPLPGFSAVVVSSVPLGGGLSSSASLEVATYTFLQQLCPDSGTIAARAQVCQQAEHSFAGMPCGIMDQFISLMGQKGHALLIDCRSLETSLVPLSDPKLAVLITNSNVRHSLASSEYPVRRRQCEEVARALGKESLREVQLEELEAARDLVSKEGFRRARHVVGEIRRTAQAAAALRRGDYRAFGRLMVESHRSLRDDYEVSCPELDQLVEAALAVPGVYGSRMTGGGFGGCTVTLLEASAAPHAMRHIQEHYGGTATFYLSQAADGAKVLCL
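Luminescence from leftover ATP (Ultra-Glo luciferase/luciferin) served as read-out after a 1 h room-temperature reaction of 5 nM GALK with 35 uM ATP and 100 uM galactose.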
Menin MLL FP TR: displaces Texas Red mutant MLL peptide from human menin; Potency, µM (doses to about 61.6 µM), for inactives: at the top dose FP activity change, negative = inhibition, actives largely listed as inhibitors; 270,000 compounds, 0.23% hits; Menin + Texas Red MLL mutant peptide, fluorescence polarization; AID 1768; O00255; active means well fitted inhibition curve with a large enough effect in the polarisation, with a control signal flat, not every such curve was filed as active; inconclusive means small, poorly fitted or top-dose-only effect, or effect the other way, or a change in a side signal; inactive means no such curve, though single readings can be large or run the other way; the % refers to the polarisation; further: potency means the concentration at half of the fitted maximal effect; % of control where 0% means no effect; many of its hits are not listed in these tables
Integrin act MD: integrin-mediated muscular dystrophy alleviation activation | alpha7betagal myoblasts, beta-gal FDG fluorescence, 48 h | Potency, µM (highest dose often 38.3 µM), for the others: at the highest dose activation, most hits filed as activators | 350,000 compounds, 0.064% hits | AID 624291;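 further: potency means the concentration at half of the fitted maximal effect; 100% = response of the positive control SU9516; nearly all actives have a fitted effect of over 60% in size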
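Alpha7betagal+/- myoblasts (passage 13) were plated 16-24 hr, then exposed to compounds (1:260 dilution of DMSO stock) for 48 hours at 37C. After MPER lysis, β-galactosidase reporter activity was read as FDG fluorescence (ex 480/em 540) after 30 minutes.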
B2AR arrestin: agonists driving beta-arrestin recruitment to human beta2-adrenergic receptor | beta-arrestin recruitment to beta2AR, cell-based reporter | 330,000 compounds, 0.02% hits | P07550 | Potency, µM (doses to about 46.1 µM), inactives show at the highest dose activation, actives largely listed as activators;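 further: potency means the concentration at half of the fitted maximal effect; 0% = DMSO controls and full agonism = EC100 isoproterenol or metaproterenol; nearly all actives have a fitted effect of over 65% in size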
Chronic BCR inh: chronic active BCR signaling inhibition; ABC-DLBCL IkBa-CBG/CBR reporter, luminescence ratio, 4 h; Potency, µM (series often up to 46.1 µM), without a hit: top-dose ratio change, negative = lower green/red ratio, hits mostly inhibitors; 340,000 compounds, 0.05% hits; active means well fitted inhibition curve with a large enough effect in the signal ratio, with a control signal flat, not every such curve was filed as active; inconclusive means small, poorly fitted or top-dose-only effect, or effect the other way, or a change in a side signal; the % refers to the signal ratio;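 further: potency means the concentration at half of the fitted maximal effect; plate controls were basal doxycycline-induced cells for no effect and cells given 10 µM MG132 for full effect; MG132 reads +100%, hits lower the ratio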
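TMD8 human ABC-DLBCL cells with doxycycline-inducible IκBα–green luciferase fusion and unfused red luciferase, in 0.5% FBS medium; compounds up to 46 uM, 4 h at 37C. Green/red luminescence ratio, filter-overlap corrected, fitted to concentration-response curves.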
ASM inhibitor: inhibitors of human secretory acid sphingomyelinase; P17405; placental ASM, HMU-PC fluorogenic substrate, 60 min; Potency, µM (titrated, usually from 57.5 µM), inactives show at the highest dose activity change, negative = inhibition, most hits filed as inhibitors; 340,000 compounds, 0.006% hits; AID 504937; further: potency means the concentration at half of the fitted maximal effect
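HMU-PC0 cleavage (9 uM final) by human placental ASM, 60 min at 37 °C following 10 min compound exposure at RT; stopped at pH 10, fluorescence Ex 386/Em 447 nm.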
FBPA coupling cs: counter-screen for Giardia aldolase inhibitors: coupling enzyme system; 290,000 compounds, 0.67% hits; coupling enzyme system counterscreen, AmpLite Red fluorescence; AID 2472; activity change, negative = inhibition, % at 58.2 µM, hits read low; in the data active means activity change below about -30%; further: on the % scale 0 is the no-effect control and ±100 the full control effect
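Activity here indicates interference with the coupling reaction, not aldolase inhibition. Compounds at 57.5 uM final met coupling enzymes for 10 min at RT; substrate and AmpLite Red detection followed, with a 525/598 nm fluorescence read after 20 min.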
* marks the source's active call; other numbers are inactive results; ? = inconclusive; . = not tested or not shown; [ ] = another dose, or the depositor's remark. Unless noted, the call rests on the fitted dose curve; in most records, active means well fitted curve in the direction sought with a large enough effect; inconclusive means small, poorly fitted or top-dose-only effect, or another doubt; inactive means no such curve, though single readings can be large; an effect the other way counts as inactive or inconclusive. The list is partial; the hit share may differ from the screen's.

nr	molecule	Chronic BCR inh	FBPA coupling cs	Integrin act MD	GALK inh	TSG101-PTAP inh	PKM2 activator	Menin MLL FP TR	B2AR arrestin	Giardia killer	ASM inhibitor	Tb PFK block
1	CC1CN(C(=O)c2ccc(NS(=O)(=O)c3ccc(F)cc3)cc2)CC(C)O1 (stereo not drawn)	-1%	-1	6%	5%	-4%	-4%	0%	-0.9%	8	6%	0%
2	O=C(CCc1ccc(Oc2cc([N+](=O)[O-])cc([N+](=O)[O-])c2)cc1)N1CCCCCC1	-1%	-1	-10%	-2%	0%	-9%	-9%	-0.6%	-7	-4%	0%
3	CCN(CC)C(CNS(=O)(=O)c1ccc(Cl)cc1)c1ccccc1 (stereo not drawn)	2%	1	?	11%	1%	9%	?	-0.1%	-5	-1%	1%
4	O=C(Cc1c(F)cccc1Cl)Nc1ccccc1C(=O)N1CCOCC1	0%	2	0%	-1%	-5%	0%	0%	3.4%	0	0%	1%
5	O=C(Nc1ccncc1)Nc1cccc(Cl)c1Cl	-1%	0	-21%	-17%	-2%	-4%	?	0.2%	-15	8%	-14%
6	CC(=O)c1sc(NC(=O)c2ccccc2)nc1-c1ccccc1	-1%	-16	-14%	2%	-4%	-11%	-11%	0.3%	-3	-4%	-2%
7	CN1CCN(CCCNC(=O)CN2C(=O)COc3ccccc32)CC1	-2%	1	-10%	4%	-1%	.	.	0.5%	-9	4%	3%
8	CC12CCC(C)(c3nc4ccccc4nc31)C2(C)C	0%	-1	-18%	1%	2%	-8%	-11%	-0.3%	-4	-1%	-9%
9	Cc1ccccc1Nc1c([N+](=O)[O-])ccc2nonc12	?	1	-10%	1%	-2%	.	2%	0.1%	-8	-1%	11%
10	COC(=O)Cc1csc(/N=C/c2c(O)n(-c3cccc(C(F)(F)F)c3)c(=O)c3ccccc23)n1	?	2	-29%	.	3%	0%	5%	-1.1%	0	330%[activator]	2%
11	O=C(C[n+]1cc(-c2ccc(F)cc2)n2c1CCC2)N1c2ccccc2Sc2ccccc21	?	2	14%	4%	-4%	-2%	-11%	0.1%	2	4%	2%
12	Cc1occc1C(=O)NCc1ccco1	-8%	-2	-2%	2%	0%	-4%	-7%	-0.6%	7	2%	-9%
13	COc1ccc(-c2csc(Cc3nnc(N4CCOCC4)n3-c3ccccc3)n2)cc1OC	?	9	-17%	0%	-2%	2%	-6%	-0.4%	4	-1%	0%
14	CN1C(=O)NC(c2ccc(Cl)cc2)C2=C1CC(C)(C)CC2=O (stereo not drawn)	6%	0	-4%	3%	-5%	.	16%	0.4%	3	1%	0%
15	Cc1ccc(-c2n[nH]c(=S)n2/N=C/c2c(C)[nH]n(-c3ccccc3)c2=O)cc1	?	-1	9%	-3%	-7%	-18%	?	0.0%	-14	-10%	-19%
16	COc1ccc(N2CCN(C(=O)c3cccc(NC(=O)c4ccco4)c3)CC2)cc1	0%	.	0%	-3%	-5%	-8%	.	0.4%	-1	1%	-4%
17	O=C(CSc1n[nH]c(-c2cccnc2)n1)Nc1ccccc1	-31%	2	-22%	1%	-2%	11%	19%	-0.1%	-2	1%	-1%
18	O=Cc1cn(CCOc2ccccc2)c2ccccc12	?	0	1%	-7%	-3%	1%	3%	0.0%	-13	-9%	-3%
19	CC(C)C(=O)Nc1nnc(CCc2nnc(NC(=O)C(C)C)s2)s1	9%	3	0%	1%	-3%	-18%	8%	0.3%	-12	-4%	0%
20	O=P(CCNCc1ccco1)(c1ccccc1)c1ccccc1	-1%	0	-21%	6%	0%	-2%	-1%	-0.8%	14	2%	2%
21	CCOc1ccc(Nc2ncnc(N)n2)cc1	7%	0	-1%	-3%	-7%	-1%	-3%	-0.3%	12	1%	-3%
22	COc1ccc(CNCc2c(C(=O)N(C)C)nc3ccc(Cl)cn23)c(OC)c1	1%	0	-9%	3%	0%	-1%	-16%	-1.2%	1	2%	0%
23	CCCN(CCC)C(=O)Cn1c(=O)n(CCCCC(=O)NC2CCCC2)c(=O)c2ccccc21	-1%	-1	0%	-4%	-5%	0%	-14%	0.3%	1	15%	-2%
24	NC(=O)COc1ccc(-n2cnnn2)cc1	13%	-5	-15%	-1%	3%	27%	12%	0.1%	-22	3%	-15%
25	CC(C)C[C@H](NC(=O)c1[nH]cnc1C(=O)Nc1ccc(CNC(=O)OC(C)(C)C)cc1)C(=O)OC(C)(C)C	11%	-18	-44%	-1%	?	3%	.	0.2%	-3	-21%	-15%
26	COc1ccc(N2CCN(C(=O)c3cccc(Br)c3)CC2)c([N+](=O)[O-])c1	2%	0	0%	-2%	1%	1%	-11%	-0.2%	13	-9%	-1%
27	Cn1c2ccccc2n2c(=O)c(=O)n(CC(=O)c3ccc(F)cc3)nc12	0%	3	26%	-1%	-9%	-2%	-6%	0.2%	7	8%	3%
28	CCN(CC)C(=O)[C@H]1C[C@H](CC(=O)NCCc2ccccn2)C(=O)N2CCc3c([nH]c4cc(-c5ccco5)ccc34)[C@]12C	3%	.	14%	.	-2%	.	.	0.8%	6	18%	2%
29	O=C1N(O)C2(C=CCCC2)/C(=N\O)C12CCCCC2 (stereo not drawn)	5%	4	6%	4%	-1%	-4%	-1%	0.4%	0	6%	0%
30	CN(CC(=O)Nc1ccc(F)cc1)C(=O)C1Cc2ccccc2CN1S(C)(=O)=O (stereo not drawn)	0%	.	15%	.	3%	.	.	-3.8%	-4	3%	-9%
31	CC(=O)c1cccc(CN2CCN(C(C)C)C(CCO)C2)c1 (stereo not drawn)	?	1	3%	2%	0%	-2%	11%	0.5%	-4	-3%	2%
32	Clc1ccc(/C(Cc2nc3ccccc3[nH]2)=N\Nc2ccccc2)cc1	?	2	-64%[inhibitor]	-2%	2%	3%	15%	3.4%	-3	-2%	1%
33	COCCNC(=O)CN(c1ccccc1OC)S(C)(=O)=O	0%	0	13%	7%	-11%	-6%	-4%	-0.4%	8	2%	-2%
34	CCOC(=O)c1c(-c2ccccc2)csc1/N=C/C1C(=O)CCCC1=O	?	-2	-6%	-3%	2%	-1%	5%	-0.9%	-9	9%	29%
35	Cc1ccc(NC(=O)c2sc(N)nc2-c2ccc([N+](=O)[O-])cc2)cc1C	-11%	2	-14%	-1%	-1%	0%	.	0.0%	-10	-2%	2%
36	O=C(NC12CC3CC(CC(C3)C1)C2)N1CCN(C(=O)c2ccco2)CC1	-7%	0	-16%	8%	-1%	113%	-18%	0.7%	0	5%	11%
37	O=C(COC(=O)c1cccc(-n2cnnn2)c1)c1ccccc1	1%	.	17%	4%	-5%	-4%	.	-0.8%	-14	2%	0%
38	CCCC(C)NCC(=O)Nc1ccccc1-c1ccccc1 (stereo not drawn)	1%	1	0%	-2%	-8%	-3%	.	0.0%	6	2%	0%
39	O=C(NCC1COc2ccccc2O1)c1cccc(S(=O)(=O)N2CCCCC2)c1 (stereo not drawn)	-2%	.	0%	.	-5%	.	.	-0.2%	8	0%	-16%
40	O=C(Oc1ccc([N+](=O)[O-])cc1)c1cc(-c2ccccc2)nc2ccccc12	1%	6	34%	-4%	1%	6%	10%	0.2%	-12	-6%	4%
41	N#CC1=C(SCC(=O)c2cc3ccccc3oc2=O)NC(=O)C(C#N)C12CCCC2 (stereo not drawn)	?	-6	19%	-2%	5%	-20%	?	0.7%	19	0%	-1%
42	CCC1CCCCN1CC(=O)c1c(C)[nH]c2cc(C)ccc12 (stereo not drawn)	0%	3	-1%	2%	-9%	.	2%	-0.7%	1	23%	-4%
43	COc1ccc(OC(C)c2nnc(N)s2)cc1 (stereo not drawn)	0%	1	-3%	5%	1%	-9%	1%	0.2%	4	-1%	0%
44	Cc1nnc(SCC(=O)c2cc(C)n(-c3c(C)n(C)n(-c4ccccc4)c3=O)c2C)s1	7%	2	12%	6%	-9%	1%	-1%	-0.1%	0	4%	1%
45	Cc1ccccc1OCc1n[nH]c(=S)n1-c1ccccc1	-19%	2	22%	1%	-2%	-6%	1%	0.0%	-1	-1%	5%
46	O=C(Cn1c(NCCO)nc2ccccc21)c1ccc(Cl)cc1Cl	-8%	-1	0%	2%	-6%	.	-24%	-1.0%	-1	-5%	4%
47	O=C(N/N=C/c1ccc([N+](=O)[O-])o1)c1ccc2c(c1)OCO2	?	-3	-59%[inhibitor]	-6%	-3%	4%	-24%	-0.4%	-91*	-6%	-3%
